Assay outcomes as filed in PubChem BioAssay.
BLM inh: Bloom syndrome helicase (human) inhibition. recombinant BLM DNA unwinding, fluorescence dequenching. Potency, µM (series often up to 56.1 µM), inactives show at the top dose activity change, negative = inhibition, most hits filed as inhibitors. AID 2528. P54132. 350,000 compounds, 0.2% hits;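 note: plate controls were vehicle for no effect and no enzyme for full effect; nearly all actives have a fitted effect of over 35% in size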
BAZ2B inh: BAZ2B (human) inhibition; 360,000 compounds, 4.4% hits; Potency, µM (doses to about 114 µM), without a hit: top-dose activity change, negative = inhibition, usual class: inhibitors; Q9UIF8; AlphaScreen BAZ2B-H3K14Ac peptide displacement; note: % is set by controls: 0 for no effect and ±100 for the full control effect; nearly all actives have a fitted effect of over 60% in size
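AlphaScreen luminescence quantifies BAZ2B engagement of H3K14Ac peptide; the protein and biotinylated peptide are both at 50 nM final, buffer PBS pH 7.4 with 0.01% Tween-20, all steps at room temperature.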
POLK inh: inhibitors of human DNA polymerase kappa; purified Pol kappa, fluorescent DNA synthesis assay, 10 min; Potency, µM (top dose mostly 107 µM), for the others: at the highest dose activity, negative = inhibition, usual class: inhibitors; 400,000 compounds, 0.53% hits; AID 588579; note: % is set by controls: 0 for no effect and ±100 for the full control effect
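10 nM Pol kappa preincubated 15 min at room temperature with compounds, then reaction started with substrate at 50 nM final. Fluorescence read kinetically at 0 and 10 min; buffer-only wells served as negative control.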
G9a inh: blocks human histone lysine methyltransferase G9a; Q96KQ7; G9a H3K9 monomethylation, AlphaScreen, 2 h; Potency, µM (doses to about 102 µM), for the others: at the highest dose activity, negative = inhibition, most hits filed as inhibitors; 350,000 compounds, 8.8% hits; note: % is set by controls: 0 for no effect and ±100 for the full control effect; nearly all actives have a fitted effect of over 75% in size
Target sequence (Q96KQ7 913-1193 limits assumed): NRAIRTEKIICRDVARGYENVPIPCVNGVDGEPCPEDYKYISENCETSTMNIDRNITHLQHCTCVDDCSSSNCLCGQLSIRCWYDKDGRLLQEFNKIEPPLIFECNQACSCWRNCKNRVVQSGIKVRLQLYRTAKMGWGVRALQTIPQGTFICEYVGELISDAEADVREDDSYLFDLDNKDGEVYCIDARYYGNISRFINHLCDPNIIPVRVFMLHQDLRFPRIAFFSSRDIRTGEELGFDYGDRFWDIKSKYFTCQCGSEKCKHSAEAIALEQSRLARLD
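Signal arises when biotinylated H3K9 peptide, once monomethylated, bridges streptavidin donor and antibody-captured acceptor beads. Enzyme at 20 nM was preincubated 15 min with test compounds; peptide 500 nM and SAM 20 uM then reacted for 2 h.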
JMJD2A Tudor inh: JMJD2A Tudor domain (human) inhibition. AID 504339. 390,000 compounds, 4.4% hits. Potency, µM (highest dose often 114 µM), for the others: top-dose activity change, negative = inhibition, most hits filed as inhibitors. AlphaScreen JMJD2A-Tudor / H3K4me3 peptide binding. O75164; note: % is set by controls: 0 for no effect and ±100 for the full control effect; nearly all actives have a fitted effect of over 50% in size
APE1 inh: blocks human APE1 abasic DNA cleavage; 350,000 compounds, 0.35% hits; AID 2517; Potency, µM (series often up to 65.8 µM), for the others: at the highest dose activity change, negative = inhibition, most hits filed as inhibitors; recombinant APE1, TAMRA/BHQ-2 abasic DNA cleavage fluorescence; P27695;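 note: plate controls were vehicle for no effect and reference inhibitor for full effect; nearly all actives have a fitted effect of over 55% in size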
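Compound pre-exposure to 0.75 nM APE1, 15 min at ambient temperature. Reaction initiated with 50 nM TAMRA/BHQ-2 THF substrate, read immediately in kinetic mode, 525 nm excitation, 598 nm emission.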
POLB inh: DNA polymerase beta (human) inhibition | P06746 | Pol beta primer extension/strand displacement, fluorescence kinetic | Potency, µM (titrated, usually from 114 µM), without a hit: at the top dose activity change, negative = inhibition, most hits filed as inhibitors | 340,000 compounds, 1.3% hits; note: % is set by controls: 0 for no effect and ±100 for the full control effect
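Pol beta (10 nM) was preincubated with compound for 15 min at room temperature. The reaction was then started with 50 nM substrate and read immediately and after a further 10 min at room temperature.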
POLH inh: DNA polymerase eta (human) inhibition | Potency, µM (series often up to 114 µM), for inactives: top-dose activity change, negative = inhibition, usual class: inhibitors | recombinant Pol eta, fluorescent DNA replication assay | 390,000 compounds, 1.2% hits; note: % is set by controls: 0 for no effect and ±100 for the full control effect
Target sequence (Q9Y253 whole entry, looked up): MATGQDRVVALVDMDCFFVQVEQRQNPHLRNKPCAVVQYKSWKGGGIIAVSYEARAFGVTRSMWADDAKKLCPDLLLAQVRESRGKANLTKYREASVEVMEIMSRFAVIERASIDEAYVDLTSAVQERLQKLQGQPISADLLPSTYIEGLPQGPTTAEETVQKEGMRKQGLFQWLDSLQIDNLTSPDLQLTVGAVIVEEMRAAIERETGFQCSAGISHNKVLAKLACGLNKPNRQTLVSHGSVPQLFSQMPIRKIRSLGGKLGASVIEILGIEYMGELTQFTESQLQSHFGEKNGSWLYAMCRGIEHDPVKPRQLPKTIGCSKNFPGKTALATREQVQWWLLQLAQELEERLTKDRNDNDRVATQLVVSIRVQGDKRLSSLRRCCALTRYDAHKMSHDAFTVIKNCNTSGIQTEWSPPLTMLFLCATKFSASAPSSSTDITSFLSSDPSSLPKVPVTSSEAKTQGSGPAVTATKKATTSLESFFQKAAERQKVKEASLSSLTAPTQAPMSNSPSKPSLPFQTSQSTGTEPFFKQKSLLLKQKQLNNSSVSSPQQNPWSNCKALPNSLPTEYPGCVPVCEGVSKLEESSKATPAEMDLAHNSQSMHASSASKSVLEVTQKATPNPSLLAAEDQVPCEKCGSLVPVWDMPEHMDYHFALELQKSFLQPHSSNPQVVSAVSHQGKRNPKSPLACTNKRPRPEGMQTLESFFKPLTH
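Pol eta at 10 nM preincubated with compounds 15 min at room temperature; reaction started with fluorescent substrate (50 nM final) and read kinetically at 0 and 10 min.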
POLI inh: blocks human DNA polymerase iota activity. Q9UNA4. Pol iota fluorescent replication assay, 10 min. Potency, µM (series often up to 115 µM), for inactives: at the top dose activity, negative = inhibition, most hits filed as inhibitors. 390,000 compounds, 1% hits. AID 588590
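Pol iota at 10 nM preincubated 15 min with compounds at room temperature; reaction started with fluorescent substrate, 50 nM final. Fluorescence read kinetically at 0 and 10 min; buffer-only wells as negative control.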
Starred values were filed as active, the others as inactive; ? = inconclusive; . = no result given; [ ] = remark or other dose. Calls come from the whole dose curve; as a rule, active = well fitted curve in the direction sought with a large enough effect; inconclusive = small, poorly fitted or top-dose-only effect, or another doubt; inactive = no such curve, though single readings can be large; an effect the other way counts as inactive or inconclusive. Potency is the fitted concentration of half-maximal effect.

SMILES	BLM inh	BAZ2B inh	POLK inh	G9a inh	JMJD2A Tudor inh	APE1 inh	POLB inh	POLH inh	POLI inh
O=C(Nc1c2c(nn1-c1ccc(Cl)cc1)CS(=O)(=O)C2)c1ccc2c(c1)OCO2	-4%	-4%	-4%	?	-11%	-1%	2%	6%	10%
O=C(Nc1ccccn1)NC1CCS(=O)(=O)C1 (stereo not given)	-1%	11%	-13%	-14%	16%	1%	6%	-7%	-8%
N#Cc1ccc(Cl)cc1NC(=O)COC(=O)c1ccc(S(=O)(=O)N2CCCC2)cc1	-1%	11%	-17%	-2%[59 µM]	3%	0%	2%	-10%	19%
CCCCOc1ccc(N(CC(=O)NCC2CCCO2)C(=O)CCC(=O)Nc2nccs2)cc1 (stereo not given)	1%	-19%	-2%	3%	-12%	5%	0%	-13%	19%
O=C(N/N=C\C=C\c1ccc2c(c1)OCO2)c1ccc(F)cc1	-6%	-3%	1%	123%[activator][59 µM]	7%	-3%	1%	-11%	7%
CCCn1c(C)cc(C(=O)COc2ncnc3sccc23)c1C	-7%	?	-14%	?	-30%	-9%	?	-6%	-17%
CCN1CCCC1CNc1ccc(S(C)(=O)=O)cc1[N+](=O)[O-] (stereo not given)	-2%	6%	-4%	2%[59 µM]	-7%	29%[12.4 µM]	7%	2%	-9%
CC1CN(S(=O)(=O)c2ccc(C(=O)Nc3sccc3C(N)=O)cc2)CC(C)O1 (stereo not given)	-3%	-2%	-21%	0%[59 µM]	-12%	2%	-1%	-3%	121%[activator]
CC[C@@]1(c2ccccc2OC)C(=O)N(C(=O)OC)N1C(=O)OC	0%	-1%	-3%	.	-17%	2%	4%	-12%	29%
COc1ccc(OC)c(NC(=O)c2ccc3c(c2)C(=O)N(CC2CCCO2)C3=O)c1 (stereo not given)	-5%	-12%	-16%	14%	-14%	4%	28%	-7%	30%[activator]
CN1N=C2c3ccccc3CCC2C1c1ccc(F)cc1 (stereo not given)	2%	?	1%	.	4%	5%	-24%	-16%	-5%[58.9 µM]
Cc1ccc(C)c(N2CCN(S(=O)(=O)c3ccc4[nH]c5c(c4c3)CCCCC5)CC2)c1	-16%	-17%[57.1 µM]	0%	-43%[59 µM]	?	.	28%	-8%	-2%
Fc1cccc(NC(=S)N2CCn3cccc3C2c2cccnc2)c1 (stereo not given)	-5%	?	-6%	50µM*	-32%	6%	-4%	-21%	115%[activator]
CC1=CC(C)(C)NC(=S)N1c1ccccc1	0%	-6%	-5%	13%	-9%	-2%	-5%	-8%	-12%
Brc1ccc(-n2nc(-c3ccccc3)c3cnc4cc5c(cc4c32)OCO5)cc1	-2%	.	-10%	6%[59 µM]	-2%	.	6%	-20%	?

6 structures already listed, ordered by SMILES length, high to low.
SMILES	BLM inh	BAZ2B inh	POLK inh	G9a inh	JMJD2A Tudor inh	APE1 inh	POLB inh	POLH inh	POLI inh
O=C(Nc1c2c(nn1-c1ccc(Cl)cc1)CS(=O)(=O)C2)c1ccc2c(c1)OCO2	-4%	-4%	-4%	?	-11%	-1%	2%	6%	10%
N#Cc1ccc(Cl)cc1NC(=O)COC(=O)c1ccc(S(=O)(=O)N2CCCC2)cc1	-1%	11%	-17%	-2%[59 µM]	3%	0%	2%	-10%	19%
CC1CN(S(=O)(=O)c2ccc(C(=O)Nc3sccc3C(N)=O)cc2)CC(C)O1 (stereo not given)	-3%	-2%	-21%	0%[59 µM]	-12%	2%	-1%	-3%	121%[activator]
CCN1CCCC1CNc1ccc(S(C)(=O)=O)cc1[N+](=O)[O-] (stereo not given)	-2%	6%	-4%	2%[59 µM]	-7%	29%[12.4 µM]	7%	2%	-9%
Fc1cccc(NC(=S)N2CCn3cccc3C2c2cccnc2)c1 (stereo not given)	-5%	?	-6%	50µM*	-32%	6%	-4%	-21%	115%[activator]
CN1N=C2c3ccccc3CCC2C1c1ccc(F)cc1 (stereo not given)	2%	?	1%	.	4%	5%	-24%	-16%	-5%[58.9 µM]

Continued.
SMILES	BLM inh	BAZ2B inh	POLK inh	G9a inh	JMJD2A Tudor inh	APE1 inh	POLB inh	POLH inh	POLI inh
COc1ccc(CN(CC(=O)NCCC(C)C)C(=O)CCC(=O)Nc2nccs2)cc1	-3%	-5%	-15%	-23%	-10%	-4%	7%	1%	3%
FC(F)(F)c1nc(N2CCCC2)ncc1-c1nnnn1-c1ccccc1	-7%	18%[57.1 µM]	-13%	93%[activator]	2%	-2%	15%	-15%	-1%
CC(C)(C)C(=O)NCCCNc1ccc([N+](=O)[O-])cc1	-4%	4%	-10%	-4%[59 µM]	5%	-2%	4%	-27%	59%[activator]
COc1ccc(OC)c(S(=O)(=O)N(C)CC(=O)Nc2ccccc2OC)c1	0%	-2%	-5%	-1%[59 µM]	-26%	8%	24%	3%	0%
C/C(=N/OCO/N=C(\C)c1ccc(F)cc1F)c1ccc(F)cc1F	5%	3%	-15%	5%[59 µM]	-6%	3%	-15%	-4%	7%
Cc1ccc(-c2ccccc2[C@@H]2C[C@H]3CN(C)C(=O)[C@]34CCCN24)o1	-5%	-4%	-13%	11%	-34%	-1%	5%	-11%	67%[activator]
COc1cccc(C(=O)NCC(=O)OCc2cc(=O)n3nc(C)sc3n2)c1	-2%	-2%	1%	3%[59 µM]	-26%	.	0%	-8%	6%
O=c1c(S(=O)(=O)c2ccccc2)cn(Cc2ccc(F)cc2)c2cc(N3CCCCC3)c(F)cc12	-8%	-1%	-9%	10%[59 µM]	-2%	.	-9%	-15%	8%
CC1CCC2(CC1)NC(=O)N(CC(=O)NCc1ccc(Cl)cc1)C2=O (stereo not given)	.	.	6%	.	-10%	1%	.	-18%	3%
NS(=O)(=O)c1ccc(NC(=S)NC2CCCCC2)cc1	-1%	-29%	0%	25µM*	-14%	-9%	1%	13%	24%
O=C(CSc1nnc(CNC(=O)c2c(F)cccc2Cl)o1)NC1CCCCC1	-2%	-2%	-12%	12%[0.501 µM]	-26%	-2%	-17%	-19%	25%
C=CCOc1ccc(CNn2nnnc2N)cc1	-1%	8%	-10%	4%[59 µM]	-17%	17%	8%	-13%	63%[activator]
Fc1ccc(Br)cc1C1C=C(c2ccc(Br)cc2)Nc2nnnn21 (stereo not given)	0%	4%	-9%[60.1 µM]	11µM*	4%	.	-22%	-12%	?
O=C(c1cc2ccccc2oc1=O)N(Cc1cccs1)Cc1ccccc1Cl	-9%	6%	-7%	4%[59 µM]	-23%[57.1 µM]	-2%	33%	-6%	2%
CC(=O)c1cccc(NC(=O)Cn2c(=O)c(CNc3ccc(C)cc3)cc3cc4c(cc32)OCCO4)c1	-6%	?	-9%	?	-32%	.	19%	-4%	27%
CC[C@H](C)[C@H](NC(N)=O)C(=O)NCCc1ccc(OC)cc1	1%	18%	-6%	.	2%	13%	0%	-20%	17%
COc1ccccc1NC(=S)NNC(=O)c1cc(C)n(C)n1	-3%	8%	-13%	?	-16%	8%	4%	-15%	17%
OCCN1CCN(CC(O)COCc2ccc3c(c2)OCO3)CC1 (stereo not given)	1%	6%	-6%	?	-20%	-6%	18%	0%	-11%
O=C(c1ccccc1)C1CCN(C(=O)c2c(F)cccc2F)CC1	-1%	-5%	-2%	-9%	-12%	-6%	53%	-20%	44%[activator]
CCOC(=O)c1c(CS(=O)(=O)c2ccccc2)n(C)c2cc(Br)c(O)cc12	-3%	12%	-7%	13%	-22%	23%	46%	-5%	0%
CC1(C)Cc2c(c(-c3ccco3)[nH]c(=O)c2C#N)CS1	-2%	-11%	-32%	?	-8%	-9%	28µM*	?	28µM*
COCC(=O)N(C)[C@H]1C[C@H]2c3cc(Oc4ccccc4C)ccc3CCN2C(=O)[C@H]1[C@H](C)O	.	.	0%	.	-7%	.	.	-4%	9%
Cc1ccccc1Cn1c2ccccc2c2cnn(CC(=O)NC3CCCCCC3)c(=O)c21	-1%	-3%	-1%	19%[59 µM]	-12%	.	29%	1%	10%
O=C(CSc1nnc(-c2ccccc2)o1)N1CCOCC1	-3%	-6%	8%	4%[59 µM]	1%	18%	7%	-10%	-12%
CC1(C)O[C@@H]2[C@H](O1)[C@@H](CO)O[C@H]2n1ccc(=O)[nH]c1=O	.	5%	11%	10%[2.33 µM]	-8%	5%	.	-5%	17%
COc1ccc(OC)c(NC(=O)C(CCS(C)(=O)=O)NC(C)=O)c1 (stereo not given)	0%	2%	-14%	-26%[12.7 µM]	-10%	12%	12%	-3%	0%
CC(C)(C)C(=O)NC(=S)NNC(=O)C(c1ccccc1)c1ccccc1	-2%	-2%	-5%	4%	9%[11.4 µM]	-5%	-10%	?	28%
O=C(NCCCO)c1c(O)c2cccc3c2n(c1=O)CCC3	-2%	-13%	0%	?	-3%	43%	-20%	1%	4%
Cc1cnc(C(=O)OCC(=O)c2ccc(C3CCCCC3)cc2)cn1	.	3%	-7%	8%	-8%	14%	.	-8%	4%
Cc1nn(C)c(C)c1/C=C(/C(=O)C(C)(C)C)n1cncn1	-2%	3%	1%	10%	-1%	-5%	13%	-4%	13%
COc1ccc(CNC(=O)CN(c2ccc(C(C)C)cc2)S(=O)(=O)c2c(C)nn(C)c2C)cc1	0%	-4%	-4%	-26%[59 µM]	-18%	.	16%	-3%	-7%
O=C(CSc1nc(O)cc(=O)n1-c1ccccc1)Nc1nc2ccccc2s1	-11%	?	?	1%	-33%	-2%	?	-7%	11µM*
CN(C(=O)c1cc(COc2ccc(F)c(F)c2)on1)C1CCOC1 (stereo not given)	3%	-1%	-3%	58%[activator]	-12%	38%	26%	-6%	-19%
O=C(CCCN1C(=O)C(c2ccccc2)Oc2cccnc21)NCCc1ccc(Cl)cc1 (stereo not given)	-2%	0%	-3%	2%[0.0925 µM]	-13%	4%	5%	-5%	30%[activator]
CCOC(=O)N1CCN(S(=O)(=O)c2ccc(F)c(C(=O)Nc3cccc(C)c3C)c2)CC1	-6%	3%[57.1 µM]	-10%	15%	-7%	9%	25%	-5%	1%[58.9 µM]
Cc1ccc(-n2nc(C)c(C(=O)N3CCN(C(=O)c4ccco4)CC3)c2-n2cccc2)cc1	-1%	-16%[57.1 µM]	-1%	-8%	-12%	19%	1%	-13%	?
COc1cc(Nc2nc(SCc3ccccc3F)nc3ccccc23)cc(OC)c1	-9%	46%[activator]	-2%[60.1 µM]	21%[59 µM]	4%	.	2%	-23%	5%
COC(=O)c1ccc(NC(=O)c2cc(-c3ccccn3)nc3ccccc23)cc1	-20%	-16%	-2%	13%[12.7 µM]	-35%	7%	45%	-14%	71%[activator]
O=C(Cn1cc(C(=O)C(F)(F)F)c2ccccc21)Nc1ccccc1F	-1%	8%	-9%	44%	?	29%	-1%	-11%	9%

Not all compounds are listed, so the mix of outcomes need not match the whole.
